Source: PubChem BioAssay (several laboratories)
hgDAF12 agonist: hgDAF-12 agonism, primary luciferase screen. HEK293 GAL4-hgDAF12 UAS-luciferase reporter, agonist luminescence; normalized to butyrate control. activation, % at 6.8 µM. 370,000 compounds, 1.8% hits;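 active = activation above a cutoff set at the mean of all screened compounds plus 3 SD, cut at about 10% in these data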;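 also: 0% = DMSO wells and 100% = sodium butyrate wells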
DAX1 inh-1: inhibitors of human orphan nuclear receptor DAX1 (NR0B1); HEK293 Gal4-DAX1 luciferase reporter, luminescence; AID 504766; P51843; inhibition, % at 6.75 µM; 340,000 compounds, 0.99% hits;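 active = inhibition above the mean over all tested compounds plus 3 SD, cut at about 4.2% in these data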;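 also: 0% = DAX1-transfected cells with DMSO and 100% = empty-vector control cells with DMSO; inhibition shows as a rise in luminescence from relieved DAX1 repression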
Target sequence (P51843 207-470 limits assumed): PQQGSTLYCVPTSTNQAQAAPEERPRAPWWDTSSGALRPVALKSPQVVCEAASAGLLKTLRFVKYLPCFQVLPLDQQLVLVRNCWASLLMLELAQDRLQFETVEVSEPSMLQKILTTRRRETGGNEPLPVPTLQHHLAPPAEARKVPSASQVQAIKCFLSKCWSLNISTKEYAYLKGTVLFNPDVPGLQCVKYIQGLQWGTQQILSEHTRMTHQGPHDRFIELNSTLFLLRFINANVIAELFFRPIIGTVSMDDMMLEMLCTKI
FXN GAA850 act: activators of GAA850 frataxin (FXN) promoter | HEK293 lucGAA850 FXN promoter luciferase reporter, 24 h; percent of 10 µM SAHA response | activation, % at 6 µM | 360,000 compounds, 0.56% hits | AID 540364;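 active = activation above the average of all compounds screened plus 3 SD, cutoff fixed separately per campaign, cut at about 7.5% in these data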;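 also: 0% = DMSO wells and 100% = 10 µM SAHA wells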
DAX1 inh-2: inhibitors of DAX1 repression of SF-1 activated StAR promoter; HEK293T StAR-luciferase reporter, SF-1/DAX-1 repression relief; inhibition, % at 6.8 µM; 370,000 compounds, 1.1% hits; AID 652010;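 active = inhibition above the mean over all tested compounds plus 3 SD, cut at about 3.6% in these data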;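 also: 0% = DAX-1 cells with DMSO and 100% = cells lacking DAX-1 with DMSO; higher inhibition means more luminescence from relief of DAX-1 repression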
ADAM17 inh: inhibitors of human ADAM17; inhibition, % at 6.95 µM; recombinant ADAM17, EDANS/DABCYL FRET peptide cleavage; AID 720648; P78536; 370,000 compounds, 0.83% hits;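 active = inhibition above the mean of compounds lying between control limits plus 3 SD, set per campaign, cut at about 8.5% in these data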;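 also: 0% = DMSO-only wells as the low control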
Target sequence (P78536 215-824 limits assumed): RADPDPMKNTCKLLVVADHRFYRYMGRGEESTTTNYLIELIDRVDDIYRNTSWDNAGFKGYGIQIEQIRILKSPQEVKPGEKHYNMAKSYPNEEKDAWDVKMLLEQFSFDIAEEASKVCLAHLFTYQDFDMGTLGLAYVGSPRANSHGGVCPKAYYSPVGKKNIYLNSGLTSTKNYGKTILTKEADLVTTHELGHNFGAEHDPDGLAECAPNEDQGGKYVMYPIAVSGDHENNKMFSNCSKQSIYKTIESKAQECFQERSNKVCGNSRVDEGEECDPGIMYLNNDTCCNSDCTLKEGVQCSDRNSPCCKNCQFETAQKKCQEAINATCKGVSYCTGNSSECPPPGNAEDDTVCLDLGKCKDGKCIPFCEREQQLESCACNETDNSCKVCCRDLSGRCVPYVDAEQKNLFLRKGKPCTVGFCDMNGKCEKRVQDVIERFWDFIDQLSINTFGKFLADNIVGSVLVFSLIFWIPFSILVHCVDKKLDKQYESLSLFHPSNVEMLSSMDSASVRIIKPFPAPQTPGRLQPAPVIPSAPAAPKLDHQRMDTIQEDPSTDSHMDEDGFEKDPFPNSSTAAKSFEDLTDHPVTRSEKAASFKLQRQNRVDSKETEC
ADAM10 inh: ADAM10 inhibition, QFRET primary screen; O14672; recombinant ADAM10, EDANS/DABCYL FRET peptide cleavage, 3 h; inhibition, % at 7 µM; 370,000 compounds, 0.62% hits; AID 720582;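 active = inhibition above a per-campaign cutoff equal to the mean of compounds falling between control-based bounds plus 3 SD, cut at about 20% in these data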;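 also: 0% = DMSO wells while the 100% control is not disclosed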
hcDAF12 agonist: activates DAF-12 receptor from parasite H. contortus. HEK293 hcDAF-12 lit1-tk-luc reporter, luminescence; 0% DMSO, 100% Δ7-dafachronic acid. activation, % at 6.8 µM. 370,000 compounds, 1.4% hits. AID 652067;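 active = activation above the mean of all tested compounds plus 3 SD, cut at about 5.5% in these data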;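 also: 100% = response to 3 µM Δ7-dafachronic acid high control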
SMARCA2 act: activators of SMARCA2 function; MG213 cells, MMTV-luciferase reporter, dexamethasone, overnight; 370,000 compounds, 1% hits; activation, % at 9.1 µM; AID 652017; in the data active = activation above about 7.8%;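 also: 0% = vehicle wells and 100% = reference activator wells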
GC-A act: GC-A (human) enzyme activation; P16066; HEK293 GC-A cells, cGMP TR-FRET, EC30 ANP; 0% at EC30 ANP, 100% saturating ANP; activation, % at 10 µM; 370,000 compounds, 0.14% hits; in the data active = activation above about 40%
ssDAF-12 act: S. stercoralis DAF-12 activation, primary screen; HEK293 ssDAF-12/GRIP1 lit1-tk-luc reporter, luminescence; % of 3 µM dafachronic acid response; activation, % at 6.8 µM; 370,000 compounds, 1% hits;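 active = activation above the mean over all tested compounds plus 3 SD, cut at about 0.9% in these data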;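 also: 0% = DMSO-only wells and 100% = 3 µM delta7-dafachronic acid wells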
PG9 Ab binder: small molecules binding HIV-1 gp120 antibody PG9 | TR-FRET gp120-PG9 antibody binding | inhibition, % at 6.7 µM | 360,000 compounds, 0.43% hits | AID 624416; in the data active = inhibition above about 8.5%
* marks the source's active call; other numbers are inactive results; i = inactive; . = no result given. This is a random part of the collection (roughly 6.8% active in at least one column).

SMILES	hgDAF12 agonist	DAX1 inh-1	FXN GAA850 act	DAX1 inh-2	ADAM17 inh	ADAM10 inh	hcDAF12 agonist	SMARCA2 act	GC-A act	ssDAF-12 act	PG9 Ab binder
C=CCOc1c(Br)cc(C2C3=C(CCCC3=O)N(C)C3=C2C(=O)CCC3)cc1OCC	-3.4	-1.5	-1.7	-0.5	-318	i	-2.6	-1	4	-0.9	-2.2
CCn1ncc(/C=N/N=C2\CCC3C4CCc5cc(O)ccc5C4CCC23C)c1C (stereo not given)	-1.3	-0.1	-0.5	-0.4	1	-2	1.1	-1	-5	-0.5	0.0
O=[N+]([O-])c1ccc(S(=O)(=O)Nc2ccc(-c3ccc(N4CCCC4)nn3)cc2)cc1	2.7	1.5	-0.7	-0.9	-3	-10	-0.2	-2	-4	0.2	1.8
CS(=O)(=O)N1CCCC(C(=O)N2CCOCC2)C1 (stereo not given)	1.0	-0.5	0.6	-0.4	-2	-2	-1.3	3	-1	-1.1	-1.4
CCc1nnc(NC(=O)CSc2ccc(-c3ccc(C)cc3)nn2)s1	3.6	0.1	3.0	1.9	-2	5	2.5	3	2	-1.7	-2.4
C=CCCCCCCCCC(=O)Nc1ncccn1	-1.8	2.9	0.9	0.1	-5	0	-0.3	2	1	-1.2	0.8
COc1cccc(C=NNc2nnc(NN=Cc3cccc(OC)c3OC)c3ccccc23)c1OC	-2.4	0.7	-2.8	-1.5	0	-13	0.9	-3	-1	-1.1	-1.8
Cc1ccccc1CSc1nnc(C)n1N	0.0	-0.6	0.3	0.4	1	-4	-1.3	-3	2	-1.1	1.9
CC(C)NC[C@@H](O)COc1cccc2ccccc12	2.0	0.1	0.0	0.2	-8	-6	-2.4	-4	-2	-0.9	0.7
COc1ccc(CN(CC2CCCO2)S(=O)(=O)c2ccc(-n3cnnn3)c(OC)c2)cc1 (stereo not given)	-1.5	0.0	2.1	0.1	-1	-6	-1.0	-2	-6	-1.6	-0.5
COC(=O)[C@@H]1CCCN1Cc1nc(Cc2ccccc2F)no1	1.9	0.0	1.5	-0.2	-1	-1	-0.4	-1	6	-0.1	-1.5
Cc1cc(Cl)ccc1OCCCC(=O)NNC(=O)c1ccncc1	3.3	0.7	-0.1	0.3	-2	2	0.5	-1	3	-1.6	0.4
N#CCCN1CCN(S(=O)(=O)c2ccc(S(=O)(=O)N3CCOCC3)cc2)CC1	-0.4	1.5	0.9	0.0	1	-5	-1.8	4	3	-1.6	-0.6
CCN1CCN(Cc2ccc(NC(=O)Nc3ccc(SC)cc3)cc2)CC1	6.5	0.0	1.2	0.9	1	9	2.2	6	-2	-0.9	-2.5
CC(C)(C)c1ccc(C(=O)Nn2cnnc2)cc1	4.9	2.9	0.5	0.1	-1	-1	3.6	-1	5	1.0*	0.5
CCN(CC)C(=O)C(=O)c1cn(CC(=O)NCc2ccc3c(c2)OCO3)c2ccccc12	0.6	-0.4	0.6	0.3	-6	5	-1.4	-3	-1	-1.9	-2.8
COc1ccc(NC(=O)Cn2ccc3c(OC)cccc3c2=O)cc1	1.5	-0.5	0.6	-0.6	-12	-22	-1.7	-3	1	-1.1	2.0
CC(=O)c1ccc(N2CCN(S(=O)(=O)c3csc(C(N)=O)c3)CC2)cc1	-0.9	0.2	-0.2	-0.1	-4	-4	-1.7	2	-18	-1.0	-3.0
CCOC(=O)N1CCN(C(=O)COC(=O)c2ccc(O)cc2O)CC1	-1.0	-0.3	0.2	0.5	-4	-3	-0.3	-3	-2	-1.1	0.5
Cc1cc(C(=O)Nc2ccc3c(c2)OCCO3)ccc1[N+](=O)[O-]	18*	-3.8	1.2	2.8	1	16	5.1	2	3	0.7	-3.0
COc1cccc(C(O)c2nc(/C=C/c3ccc(C(F)(F)F)cc3)cs2)c1 (stereo not given)	-0.7	.	0.4	0.6	6	6	-0.1	-4	1	-1.1	-0.4
O=C(Nc1nc2ccccc2[nH]1)c1ccccc1[N+](=O)[O-]	7.9	3.1	2.4	0.9	0	-4	1.3	4	3	-0.7	-1.1
Cc1ccc(C(=O)NCc2cccnc2)cc1S(=O)(=O)Nc1ccccc1	-4.2	0.4	0.1	0.9	1	2	-0.1	0	-2	-0.7	-0.8
Cc1ccc(CN2CC(N3CCN(C)CC3)CS2(=O)=O)cc1 (stereo not given)	1.6	.	.	-0.2	-4	-16	-0.7	-2	-1	-0.8	-0.6
Cn1nc(-c2ccccc2)c(-c2nc(-c3ccc(Cl)cc3)no2)c1Cl	-0.7	1.7	-0.9	-0.1	0	1	-0.2	-6	-10	-1.2	-1.0
CC(C)OP(=O)(OC(C)C)C(Nc1ccccc1)c1cccc([N+](=O)[O-])c1 (stereo not given)	-2.3	.	1.1	-0.4	-2	1	0.4	-3	-20	-0.7	2.5
O=C(NCc1ccco1)c1ccc2c(=O)n(CC3CCCO3)c(=S)[nH]c2c1 (stereo not given)	-1.2	-0.1	-1.8	-1.6	-1	8	-2.2	-2	0	-0.8	0.4
Cc1nc2ccccc2c(=O)n1NC(=O)Nc1ccccc1	-1.9	2.6	-3.0	-1.0	1	-3	0.0	-2	0	-1.8	-1.5
COc1ccc(C(=O)CN2C3=NCCCN3c3ccccc32)cc1OC	-0.3	-0.6	-1.4	0.2	0	-3	0.7	-3	-1	-1.3	1.2
CCOc1cc(C)c(Cl)cc1S(=O)(=O)N(CC)CC	-0.1	-0.6	-1.4	-0.4	-6	-10	-1.4	0	-6	-1.2	1.1
O=C(NCC1CCCO1)c1cc([N+](=O)[O-])ccc1Cl (stereo not given)	1.3	0.2	-0.2	0.1	2	3	0.4	-1	1	-1.2	-1.1
CC1CCCCC1NC(=O)C1CCN(S(=O)(=O)c2cccc3nonc23)CC1 (stereo not given)	0.8	-0.1	-0.5	0.4	-2	4	-1.5	-2	-1	-0.9	-2.3
CN(CC(=O)NCC1CCCO1)S(=O)(=O)c1cc(Cl)ccc1Cl (stereo not given)	2.4	1.2	-0.5	0.1	-5	-8	-1.5	-3	-1	-0.9	-0.9
O=C(/C(Br)=C/Nc1cc(Cl)ccc1Cl)C(F)(F)F	-1.0	-0.1	1.6	-0.5	3	-7	1.0	-4	3	-0.7	0.6
CCc1cc(C(=O)N2CCCC(CNS(=O)(=O)c3cccs3)C2)n(C)n1 (stereo not given)	-3.3	-2.5	2.0	-0.8	3	2	0.7	2	-2	-1.3	-0.1
Cc1ccc(S(=O)(=O)NCCOc2cc(C)ccc2C)cc1	3.2	-0.2	1.4	1.6	1	3	0.4	0	-10	-1.2	-1.1
O=C(O)c1ccc(NS(=O)(=O)c2ccc3nnn(O)c3c2)cc1	0.0	0.5	4.2	0.4	2	3	1.5	1	-1	-1.6	2.4
CCCCC(=O)Nc1cccc2c1C(=O)N(c1ccccc1)C2=O	-0.7	-0.5	-0.8	0.1	2	5	-1.0	1	0	-1.8	1.9
CC(C(=O)N1CCOCCOCCOCC1)N1C(=O)c2ccccc2C1=O (stereo not given)	3.1	-1.6	3.6	0.2	0	-3	-2.6	-1	4	-1.5	0.2
COc1ccc(SCCN2CC[C@@H](C(C)(C)C)CCC2=O)cc1	3.3	0.5	1.2	0.2	-3	2	-0.9	-1	-5	-1.4	-0.1
CC(C)c1cc(NCC2CCCO2)n2c(nc3ccccc32)c1C#N (stereo not given)	-1.6	-1.2	-1.0	-2.0	i	i	-2.0	-1	12	-1.6	1.2
COC1(OC)C(/C=C/c2ccc(Cl)cc2)C(C#N)(C#N)C1(OC)OC (stereo not given)	-7.0	-2.1	-0.3	-2.2	1	1	-1.5	-2	1	-1.3	0.1
O=C(CN1CCN(C(=O)c2cccs2)CC1)NC1CCCCC1	-2.3	0.2	1.1	-0.2	-1	1	-0.9	3	3	-1.6	-1.1
CC(=O)C1=C(O)C(CSCc2ccccc2)N(C)C1=O (stereo not given)	-0.7	-0.2	0.9	0.8	-4	-6	-0.6	-1	0	-1.1	-2.2
O=C(Nc1ccccc1)c1cc(S(=O)(=O)Nc2cccnc2)ccc1Cl	-2.4	-0.2	1.7	-0.4	-5	0	2.4	0	3	-1.4	-1.1
CC(C)c1ccc(/C=C/C(=O)N2CCCCCC2)cc1	-2.9	-2.3	-2.0	-0.1	-5	-8	-2.5	3	-9	-1.7	-0.2
CCOC(=O)Cn1cc(C(=O)OC)c2ccccc21	-1.1	1.0	3.3	0.1	-1	-1	-2.2	2	2	-0.2	-1.8
Cc1ccc2oc(=O)n(CCCOc3ccccc3)c2c1	3.0	2.0	3.6	0.8	0	3	0.8	2	-4	-1.3	-1.1
COc1ccc(C(CNC(=O)c2cc(S(=O)(=O)N3CCCCC3)ccc2C)N2CCCC2)cc1 (stereo not given)	0.4	1.4	-2.5	-0.7	-4	-7	-0.6	0	-23	-0.3	0.8
Cc1ccc(NC(=S)NCc2ccc3c(c2)OCO3)cc1C	1.3	0.4	0.7	-0.7	-1	-3	0.2	0	-1	0.1	-2.1
CC(C)C[C@@H](CN1CCC[C@@H]1CN1C(=O)C(=O)NC[C@@H]1Cc1ccccc1)N1C[C@H](Cc2ccccc2)N(CC2CCCCCC2)C(=O)C1=O	2.7	-0.6	-1.4	2.3	6	4	-1.7	-5	-6	0.7	0.3
NC(=O)c1ncn([C@@H]2O[C@H](CNCc3cc(Br)ccc3OCc3ccccc3)[C@@H](O)[C@H]2O)n1	-0.4	-0.3	-0.2	-0.8	0	1	0.6	16*	0	-1.2	1.7
CCOC(=O)c1nn(-c2ccc(C)cc2)c(=O)cc1OCC(=O)Nc1cccc(OC)c1	0.5	0.0	-0.4	-0.2	1	1	0.0	-1	1	-1.0	1.6
Cc1ccc(N(CC(=O)N2CCN(c3ccc(F)cc3)CC2)S(=O)(=O)c2c(C)nn(C)c2C)cc1	1.2	1.7	0.4	0.8	-1	-11	-0.6	-3	0	-1.1	-0.5
COc1ccc(N(CC(=O)Nc2cccc(SC)c2)S(C)(=O)=O)cc1Cl	-1.4	-0.7	2.4	-0.2	2	2	-1.8	-3	-5	-1.8	1.8
C=CCn1c(CC(=O)OC)csc1=Nc1ccc(C(C)=O)cc1	4.2	0.0	5.7	0.5	-3	0	1.1	2	3	-1.6	-0.7
NCC(=O)NCC(=O)OCc1ccccc1	-0.3	2.4	-0.2	-0.2	-4	-11	-0.5	-3	.	-0.2	-0.3

Another view of 2 compounds above.
compound,hgDAF12 agonist,DAX1 inh-1,FXN GAA850 act,DAX1 inh-2,ADAM17 inh,ADAM10 inh,hcDAF12 agonist,SMARCA2 act,GC-A act,ssDAF-12 act,PG9 Ab binder
COc1cccc(C=NNc2nnc(NN=Cc3cccc(OC)c3OC)c3ccccc23)c1OC,-2.4,0.7,-2.8,-1.5,0,-13,0.9,-3,-1,-1.1,-1.8
Cc1ccccc1CSc1nnc(C)n1N,0.0,-0.6,0.3,0.4,1,-4,-1.3,-3,2,-1.1,1.9
